# FID counter: compounds displacing fluorescent DNA intercalator, primary screen, artefact control for HCV NS3 helicase inhibitor project, biochemical, FID fluorescence | actives 0.17% (n = 290,000) | AID 1845, 2009 | inhibition, % at 7.9 µM | DNA fluorescent intercalator displacement; in the data active = inhibition above about 37%;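 also: 0% = vehicle and 100% = reference compound; higher means more ethidium bromide displaced from hairpin DNA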
# MEKK2wt PB1 HTS: modulators of MEK5 binding to wildtype MEKK2, primary screen, biochemical, multiplex bead flow cytometry, Alexa488-MEK5 | binding response (% of control), % at 10 µM | Alexa488-MEK5 binding to MEKK2 WT; actives lie on both sides | actives 1.1% (n = 290,000) | Mitogen-activated protein kinase kinase kinase 2 (Homo sapiens), Q9Y2U5; in the data active = binding response below about 67% or above about 130%
# MEKK3 PB1 HTS: modulators of MEKK3-MEK5 PB1 binding, primary screen, biochemical, wildtype MEKK3, multiplex bead flow cytometry, Alexa488-MEK5. actives 1.4% (n = 290,000). binding response (% of control), % at 10 µM. AID 1529, 2009. Mitogen-activated protein kinase kinase kinase 3 (Homo sapiens), Q99759. bead-based flow cytometry, Alexa488-MEK5 binding to MEKK3; actives lie on both sides; 0 = blocked by unlabeled MEK5, 100 = vehicle;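 active = binding response more than 3 SD above or below the average of its plate-row segment, actives on both sides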;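 also: Alexa488 bead fluorescence after subtracting the streptavidin-only scavenger bead signal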
# Target sequence (Q99759 whole entry, looked up): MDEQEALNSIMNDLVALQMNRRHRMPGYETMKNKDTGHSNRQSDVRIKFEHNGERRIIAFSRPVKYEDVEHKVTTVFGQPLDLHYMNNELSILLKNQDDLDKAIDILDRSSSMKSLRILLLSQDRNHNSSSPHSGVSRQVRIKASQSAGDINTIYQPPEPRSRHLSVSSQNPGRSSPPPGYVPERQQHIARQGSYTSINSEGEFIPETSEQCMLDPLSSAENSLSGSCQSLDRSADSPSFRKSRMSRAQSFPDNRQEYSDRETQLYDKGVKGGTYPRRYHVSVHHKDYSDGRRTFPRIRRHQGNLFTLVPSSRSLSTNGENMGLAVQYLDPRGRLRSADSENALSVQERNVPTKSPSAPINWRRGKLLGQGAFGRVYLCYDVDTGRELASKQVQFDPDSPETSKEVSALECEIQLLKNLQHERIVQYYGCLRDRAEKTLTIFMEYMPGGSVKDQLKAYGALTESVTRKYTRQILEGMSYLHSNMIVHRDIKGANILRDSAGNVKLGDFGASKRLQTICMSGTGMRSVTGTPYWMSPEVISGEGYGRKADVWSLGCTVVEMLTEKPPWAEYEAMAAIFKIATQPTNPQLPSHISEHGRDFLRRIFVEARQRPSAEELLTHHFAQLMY
# CRFBP-R2 block: antagonists of CRF-BP/CRF-R2 complex, primary screen, cell-based, HEK293, calcium dye fluorescence, uHTS | CRF-induced calcium fluorescence | inhibition, % at 11.8 µM | actives 0.59% (n = 350,000);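 active = inhibition of the ligand-induced calcium signal above about 50% at the single tested concentration, limit read from the data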
# GalR3 antag: GalR3 antagonists in HEK293 cells, primary screen, cell-based, fluorescence readout; Galanin receptor type 3 (Homo sapiens), O60755; HEK293 GalR3-CNG cAMP membrane potential fluorescence; galR3 body fused to GalR1 C-terminus; inhibition, % at 3 µM; actives 0.44% (n = 360,000);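 active = inhibition above the screen-wide average plus 3 SD, cut at about 13% in these data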;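 also: forskolin and galanin both at EC90 stimulate the cells; cAMP rise reported by CNG channel membrane potential dye signal; 0% = forskolin plus galanin with DMSO and 100% = forskolin alone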
# Target sequence (O60755 1-299 limits assumed): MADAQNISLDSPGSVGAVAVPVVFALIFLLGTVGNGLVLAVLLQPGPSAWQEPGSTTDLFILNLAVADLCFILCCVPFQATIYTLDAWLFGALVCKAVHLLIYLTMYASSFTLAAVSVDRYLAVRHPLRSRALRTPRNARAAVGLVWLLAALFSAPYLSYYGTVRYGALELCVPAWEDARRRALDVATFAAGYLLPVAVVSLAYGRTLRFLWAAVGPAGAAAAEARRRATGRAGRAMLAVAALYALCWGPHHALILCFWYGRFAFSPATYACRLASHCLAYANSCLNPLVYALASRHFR
# CRFBP-R2 agonist: agonists of CRF-BP/CRF-R2 complex, primary screen, cell-based, HEK293, calcium dye fluorescence, uHTS; CRF-binding protein / CRF receptor 2 complex (human); actives 0.46% (n = 350,000); calcium dye fluorescence (FLIPR); percent of saturating CRF peptide response; AID 588473, 2011; activation, % at 13.2 µM;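 active = activation of at least 50%, plus an integration ratio under a set limit after plate pattern correction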;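 also: plate controls were neutral control wells without compound for no effect and CRF at EC100 for full effect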
# MEKK2 mut-MEK5: MEK5 binding signal on mutant MEKK2 PB1, primary screen, biochemical, multiplex bead flow cytometry, Alexa488-MEK5. Alexa488-MEK5 binding to MEKK2 mutant. percent response, % at 10 µM. actives 0.35% (n = 290,000). AID 1530, 2009; in the data active = percent response above about 24%, passing the limit was not always enough; also: inactives centre near 1; some results filed as inactive read as strong as hits
# SUMO HTRF inh: inhibitors of in vitro SUMOylation cascade, primary screen, biochemical, HTRF, uHTS; SUMO-conjugating enzyme UBC9 (Homo sapiens), P63279; HTRF SUMOylation assay, SAE1/SAE2 + UBC9; inhibition, % at 35 µM; actives 0.36% (n = 290,000); AID 2006, 2009; in the data active = inhibition above about 50%, passing the limit was not always enough; also: strong numbers were not always called active
# Target sequence (P63279 whole entry, looked up): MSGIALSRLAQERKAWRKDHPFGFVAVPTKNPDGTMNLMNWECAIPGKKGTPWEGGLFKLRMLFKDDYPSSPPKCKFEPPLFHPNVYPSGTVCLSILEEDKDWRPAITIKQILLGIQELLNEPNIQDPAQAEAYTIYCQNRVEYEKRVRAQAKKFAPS
# HCV NS3 hel inh: inhibitors of HCV NS3 helicase, primary screen, biochemical, Cy5 molecular beacon fluorescence | Hepatitis C virus NS3 helicase | NS3 helicase DNA unwinding | inhibition, % at 10.9 µM | actives 0.56% (n = 290,000) | AID 1800, 2009;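 active = inhibition above the mean of all tested compounds plus 3 SD, set per campaign, cut at about 35% in these data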;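 also: 0% = DMSO wells and 100% = thioflavine S control wells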
#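 Control set: DMSO versus 110 µM thioflavine S; Material: NS3 helicase fragment of HCV; Measured by: Cy5 fluorescence at 0 and 60 min, beacon hairpin quenching; Read-out basis: percent inhibition from t60/t0 fluorescence ratio; Times: reaction time 60 min, 25 °C; Repeats: single replicate; Compound dosing: single dose, 10.9 µM nominal final, DMSO 0.8% final.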
# * = called active by the depositor; / = no result given. These rows are one share of the data; the hit share may differ from the screen's.
entry	Molecule	FID counter	MEKK2wt PB1 HTS	MEKK3 PB1 HTS	CRFBP-R2 block	GalR3 antag	CRFBP-R2 agonist	MEKK2 mut-MEK5	SUMO HTRF inh	HCV NS3 hel inh
1	CCCc1cc(NCC2CCCO2)n2c(nc3ccccc32)c1C#N (stereo unspecified)	-27	96	97	1	-3	0.7	-5	31	4
2	COc1ccc(CC(=O)Nc2ccc(/C(C)=N\NC(=O)c3ccc(Br)o3)cc2)cc1	-19	92	96	6	-2	-0.8	-3	15	4
3	CCOC(=O)c1cc(C#N)c(SCc2ccc(C#N)cc2)nc1C	-3	94	94	14	-4	15	-3	/	-1
4	COc1ccc(CN2CC(C(=O)NCCCN3CCN(C)CC3)CC2=O)cc1 (stereo unspecified)	2	100	94	1	-1	-1.4	-1	1	-2
5	O=C(COC(=O)c1cccc(F)c1)NC1CC1	0	99	97	-7	-5	4.0	-3	10	-6
6	COc1ccc(CCc2nnc(CCC(=O)N(C)Cc3ccnc4ccccc34)o2)cc1	-13	93	92	14	-5	0.5	-9	6	-3
7	COc1ccc(-c2nc3ccccc3c(=O)o2)cc1OC	-19	96	97	14	0	0.2	0	1	20
8	CSc1c(CC(=O)Nc2ccccc2)n(C)c2ccccc12	-1	110	104	-4	-2	-0.1	7	-8	-12
9	C/C=C/C=C/C(=O)N1CC[C@]23c4ccccc4N[C@H]4N(C)c5cccc6c5[C@]42CCN([C@H]6C2OC2(C)C)[C@H]13 (stereo partly specified)	/	100	107	-11	-6	-0.3	4	4	/
10	Cc1ccc(NC(=O)Nc2ccc3c(c2)nc(C)n3C)cc1	10	103	103	-7	-2	-2.8	5	14	-5
11	CC(=O)NS(=O)(=O)c1ccc(NC(=O)C2C3C=CC(C3)C2C(=O)O)cc1 (stereo unspecified)	0	107	105	13	-4	1.9	4	15	-3
12	Cc1nc2cc(C(=O)OCC(=O)NC3CCS(=O)(=O)C3)ccc2n1-c1ccccc1 (stereo unspecified)	-19	109	106	-15	0	2.7	8	14	4
13	c1ccc(CCNCC2COc3ccccc3O2)cc1 (stereo unspecified)	3	108	105	6	-12	1.5	8	-3	-4
14	CSc1ccc(S(=O)(=O)NCCCOC(C)C)cc1	-7	104	102	-4	/	1.6	4	6	-6
15	O=C(Nc1cccc(Cl)c1)Nc1cccc(C(=O)O)c1	-5	102	100	1	-5	-3.2	1	10	-15
16	Cc1cc(N2CCCCC2)n2ncc(-c3ccccc3)c2n1	4	100	103	10	1	3.4	4	-2	1
17	COCCCn1c2nc3ccccc3nc2c2c(=O)n(Cc3ccc(Cl)cc3)cnc21	2	98	105	-26	-1	0.4	0	18	-4
18	Cc1ccc(-c2ccc(=O)[nH]n2)cc1	-4	/	/	-10	1	-5.1	/	9	-2
19	OC(c1ccc(Cl)cc1)c1nnc(-c2ccccc2)o1 (stereo unspecified)	-13	105	104	8	-2	-4.5	4	-18	-5
20	COc1ccc(CC(NC(C)=O)C(=O)NC2CCN(C(=O)Nc3ccc(Cl)cc3)CC2)cc1OC (stereo unspecified)	-11	107	104	-11	-4	3.7	2	-10	2
21	Cc1cc(C)c(C)c(S(=O)(=O)N2CCN(CC(=O)c3c(N)n(Cc4ccccc4)c(=O)n(C)c3=O)CC2)c1C	-6	102	94	-3	-2	-1.1	-2	-41	5
22	CCc1[nH]nc(C(=O)N2CCCC(CCC(=O)N3CCN(c4ccccn4)CC3)C2)c1C (stereo unspecified)	-38	88	93	-7	-6	0.3	-15	-11	4
23	O=C(Cc1ccccc1[N+](=O)[O-])NCCSCc1c(F)cccc1Cl	-7	103	103	36	1	-2.1	2	19	2
24	Cc1cc[n+](CCC(=O)O)c2ccccc12	2	101	100	-8	-5	-0.7	5	4	18
25	CCN(CC)C(=O)COc1coc(CN2CCN(c3ccc(F)cc3)CC2)cc1=O	-9	105	105	-1	-2	0.3	-2	-9	2
26	O=c1c2ccccc2nc(COc2ccccc2)n1/N=C/c1ccco1	-4	102	99	-6	-3	-0.2	0	-6	2
27	COC(=O)C1C(=O)C=C(Nc2ccc(F)cc2F)CC1c1ccccc1 (stereo unspecified)	-14	98	96	5	0	-0.9	-1	25	5
28	Cn1c(CCNC(=O)c2ccccc2)nc2cc(NC(=O)c3ccco3)ccc21	-12	101	102	20	-2	-0.9	-2	7	-8
29	COc1ccc(S(=O)(=O)N(CC(=O)N2CCOCC2)Cc2ccccc2)cc1	-20	98	101	16	-1	0.2	-4	11	2
30	Cc1ccc(S(=O)(=O)Nc2cc(C(=O)NCCN3CCCC3)ccc2N2CCCCC2)cc1	24	124	103	-35	-4	-0.7	11	21	-59

# The list goes on:
entry	Molecule	FID counter	MEKK2wt PB1 HTS	MEKK3 PB1 HTS	CRFBP-R2 block	GalR3 antag	CRFBP-R2 agonist	MEKK2 mut-MEK5	SUMO HTRF inh	HCV NS3 hel inh
31	C/C(=N\NC(=O)c1nn(C)c(C)c1Br)c1ccc(NC(=O)C2CCCC2)cc1	-31	102	99	13	-1	-0.8	1	-21	-2
32	O=C(c1ccco1)N1CCN(C(=O)C23CC4CC(CC(C4)C2)C3)CC1	-36	107	103	3	-2	-1.6	1	11	-1
33	O=C(C1=C(O)C(=O)N(c2ncccn2)C1c1ccc(Cl)c(Cl)c1)c1ccco1 (stereo unspecified)	2	106	103	5	0	5.9	5	22	24
34	CN(C)c1cc2c(c(N(C)C)c1)C(=O)c1ccccc1C2=O	11	107	107	31	3	0.4	0	-19	-1
35	CNC(=O)CN1C(=O)NC(Cc2c[nH]c3ccccc23)C1=O (stereo unspecified)	-14	99	100	0	8	-0.1	-1	27	8
36	O=C(NCc1ccccc1)c1nccnc1CO	-1	106	104	10	-10	-1.8	5	-1	5
37	COc1ccc(C(C(=O)NC2CCCCC2)N(Cc2cccnc2)C(=O)c2snc(C(N)=O)c2N)cc1 (stereo unspecified)	-34	99	99	-10	-10	-0.7	2	-8	0
38	COc1ccc(CCN2C(=O)C(C)=C(C)C2=O)cc1OC	-8	104	100	-6	-7	-0.1	1	3	-2
39	CCOC(=O)c1c(C)[nH]c(C(=O)COC(=O)/C=C/c2ccc(O)c(OC)c2)c1C	-22	90	86	-1	-6	-0.6	-4	2	-6
40	COc1ccc(C2Nc3ccccc3C(=O)N2Cc2ccccc2)cc1CN1CCOCC1 (stereo unspecified)	1	103	106	-17	-6	-3.0	8	27	-9
41	CC1CN(C(=O)c2cc(COc3c(F)cccc3F)on2)CCN1C (stereo unspecified)	1	105	100	-3	1	4.2	5	14	7
42	CN(c1cccc2cccnc12)S(=O)(=O)c1ccccc1	-4	103	103	0	-8	-0.3	-2	-3	0
43	O=C(CN1C(=O)N/C(=C\c2ccccc2OCc2ccc(C(=O)O)cc2)C1=O)Nc1ccccc1F	-19	101	100	2	-3	0.2	-1	33	9
44	N#CCCN1CCN(Cn2c3ccccc3c3ccccc32)CC1	-5	99	98	9	0	-0.6	-1	12	2
45	COCCN1CCN(Cc2cn[nH]c2-c2cc3ccccc3o2)CC1	7	97	103	9	-1	-1.1	-7	-1	-1
46	CCc1ccc(/C=C2\SC(=S)N(CCCC(=O)Nc3ccccc3C(=O)O)C2=O)cc1	-20	97	100	37	-8	-1.1	3	26	-10
47	CCC(=O)c1ccc(N2CCN(C(=O)Cc3ccccc3)CC2)c(F)c1	-28	92	99	8	0	-2.5	0	5	-2
48	CCS(=O)(=O)C1=NN2C(=N)/C(=C\c3ccc(OC(=O)c4ccco4)c(Br)c3)C(=O)N=C2S1	0	98	99	/	/	/	1	19	-9
49	C=CCNC(=O)COC(=O)c1c2c(nc3ccccc13)CCC2	-9	101	102	25	-9	1.1	-1	33	6
50	CC(C)(C)NC(=O)CSc1nc2ccc(NC(=O)CSc3nnc(N)s3)cc2s1	-4	99	99	16	-4	1.2	0	13	-8
51	COCCOC(=O)c1ccc(NC(=O)COc2ccc([N+](=O)[O-])cc2)cc1	-11	105	103	1	1	-1.1	3	4	29
52	CN(C)C(=O)COc1ncnc2scc(-c3ccc(F)cc3)c12	-2	87	92	1	5	0.2	-11	16	0
53	COc1ccc(CNC(=O)C[C@H]2C(=O)N(CCc3ccccc3)C[C@@H]2Cc2ccccc2)cc1	-51	98	99	-9	-4	8.1	-2	-17	-3
54	Cc1cccc(C)c1OCc1cc(C(=O)NC2CCC2)no1	-28	97	98	-21	-2	1.9	5	2	-9
55	COc1ccc(C(O)Cc2nc3ccccc3n2C)cc1OC (stereo unspecified)	-1	109	109	-2	5	1.0	5	7	1
56	O=C(OC(C(=O)NCC1CCCO1)c1ccc(F)cc1)c1ccco1 (stereo unspecified)	-8	97	101	-3	-4	-0.3	1	-1	-4
57	CCc1ccc(NC(=O)c2cnn(-c3ccccc3)c2C2CCNCC2)cc1	9	114	107	26	-2	1.1	7	-2	-10
58	CCN(CC)C(=S)SCC(=O)c1ccccc1	-8	105	102	-15	-3	-2.3	7	12	4
59	CCN(C(=O)c1cccc(F)c1)c1ccccc1C	-8	94	100	-7	-4	-1.1	-8	24	-3
60	Cc1ccc(C(C)NC(=O)c2ccc3c(c2)OCO3)cc1C (stereo unspecified)	-13	110	108	-4	-4	-1.8	9	7	2

# Continued.
entry	Molecule	FID counter	MEKK2wt PB1 HTS	MEKK3 PB1 HTS	CRFBP-R2 block	GalR3 antag	CRFBP-R2 agonist	MEKK2 mut-MEK5	SUMO HTRF inh	HCV NS3 hel inh
61	CCc1nnc(NC(=O)C2CCN(c3nc(C)cc(C)n3)CC2)s1	-9	75	66	47	-4	0.0	-15	6	8
62	CO/N=C\CC(=O)Nc1ccc(F)cc1	0	108	107	6	-1	-0.6	-1	14	6
63	CC(C)(C)NC(=O)COC(=O)c1ccccc1Nc1ccc(SC(F)F)cc1	-22	91	98	1	-5	3.9	2	-7	-3
64	C=CCNc1nc(-c2ccc(O)c(C(N)=O)c2)cs1	3	93	92	11	7	-0.2	-3	20	3
65	CCC(C)[C@H](NC(=O)OC(C)(C)C)C(=O)N/N=C/C1=Cc2ccccc2OC1 (stereo partly specified)	-20	96	99	-29	-4	0.5	1	16	-9
66	N#Cc1c(-c2ccccc2)nc2n(-c3ccccc3)nc(C(=O)Nc3ccccc3)n2c1=O	-1	96	105	2	-4	-1.1	0	9	-6

# 4 compounds from above, showing only MEKK2wt PB1 HTS and GalR3 antag.
no. | Compound | MEKK2wt PB1 HTS | GalR3 antag
61 | CCc1nnc(NC(=O)C2CCN(c3nc(C)cc(C)n3)CC2)s1 | 75 | -4
62 | CO/N=C\CC(=O)Nc1ccc(F)cc1 | 108 | -1
63 | CC(C)(C)NC(=O)COC(=O)c1ccccc1Nc1ccc(SC(F)F)cc1 | 91 | -5
64 | C=CCNc1nc(-c2ccc(O)c(C(N)=O)c2)cs1 | 93 | 7

# Source: PubChem
